Bioassay records from PubChem BioAssay.
MEKK2wt PB1 HTS: raises or lowers MEK5 binding to wildtype human MEKK2 PB1 domain. Q9Y2U5. bead flow cytometry, Alexa488-MEK5 binding to MEKK2 WT; actives lie on both sides. binding response (% of control), % at 10 µM. actives 1.1% (n = 290,000). AID 1531; in the data active means binding response below about 67% or above about 130%
M18AAP inhibitor: PfM18AAP enzyme inhibition. recombinant PfM18AAP, H-Glu-NHMec fluorogenic cleavage. inhibition, % at 7.35 µM. actives 1.2% (n = 290,000);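 active means inhibition above the campaign mean inhibition over all tested compounds plus 3 SD, cut at about 28% in these data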;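 further: 0% = plate median of test compound wells and 100% = 2 mM ZnCl2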
p-CIP stab down: p/CIP protein destabilization; F442A p/CIP-EGFP cells, EGFP fluorescence, 16 h; decrease of EGFP signal, % at 10 µM; actives 0.01% (n = 290,000); AID 1984;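 active means EGFP signal decrease of at least 30% at 10 µM or well 3 SD below plate mean, unless failing retest; inactive means the rest, including hits failing retest or dose response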; further: some compounds called inactive have numbers as strong as hits; many of its hits are not listed in these tables
MEKK3 PB1 HTS: raises or lowers MEK5 binding to the human MEKK3 PB1 domain | Q99759 | bead-based flow cytometry, Alexa488-MEK5 binding to MEKK3; actives lie on both sides; 0 = blocked by unlabeled MEK5, 100 = vehicle | binding response (% of control), % at 10 µM | actives 1.4% (n = 290,000) | AID 1529;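 active means binding response more than 3 SD above or below the average of its plate-row segment, actives on both sides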;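 further: Alexa488 bead fluorescence after subtracting the streptavidin-only scavenger bead signal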
Target sequence (Q99759 whole entry, looked up, the tested form may be a part): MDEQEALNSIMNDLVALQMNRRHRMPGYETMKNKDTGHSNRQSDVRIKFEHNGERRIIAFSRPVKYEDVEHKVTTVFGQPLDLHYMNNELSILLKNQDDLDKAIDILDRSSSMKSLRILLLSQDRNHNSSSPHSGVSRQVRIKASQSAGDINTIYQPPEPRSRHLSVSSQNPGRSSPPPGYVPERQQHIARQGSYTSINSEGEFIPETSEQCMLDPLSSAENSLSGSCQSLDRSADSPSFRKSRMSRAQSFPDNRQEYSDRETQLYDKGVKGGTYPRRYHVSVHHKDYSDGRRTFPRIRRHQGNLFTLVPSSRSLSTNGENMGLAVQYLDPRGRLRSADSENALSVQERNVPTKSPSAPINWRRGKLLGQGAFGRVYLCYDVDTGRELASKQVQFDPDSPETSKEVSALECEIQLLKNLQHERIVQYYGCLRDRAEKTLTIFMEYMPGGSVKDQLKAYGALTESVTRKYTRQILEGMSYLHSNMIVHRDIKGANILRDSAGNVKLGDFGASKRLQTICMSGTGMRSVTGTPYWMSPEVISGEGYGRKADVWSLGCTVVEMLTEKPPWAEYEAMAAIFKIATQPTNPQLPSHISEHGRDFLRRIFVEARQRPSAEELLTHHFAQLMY
IDE cell activ: IDE (human) activation, cell-based. HEK cells, FAbeta-B cleavage, fluorescence polarization; 0% vehicle, 100% cell-free pure enzyme wells. activation, % at 5.96 µM. actives 0.073% (n = 340,000). AID 493087;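 active means activation above the mean of all tested compounds plus 3 SD, set per screening campaign, cut at about 17% in these data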
UBC9 SUMO inh: inhibitors of human SUMOylation (UBC9); actives 0.36% (n = 290,000); HTRF SUMOylation assay, SAE1/SAE2 + UBC9, in vitro; P63279; inhibition, % at 35 µM; in the data active means inhibition above about 50%, passing the limit was not always enough; further: strong numbers were not always called active
Target sequence (P63279 whole entry, looked up): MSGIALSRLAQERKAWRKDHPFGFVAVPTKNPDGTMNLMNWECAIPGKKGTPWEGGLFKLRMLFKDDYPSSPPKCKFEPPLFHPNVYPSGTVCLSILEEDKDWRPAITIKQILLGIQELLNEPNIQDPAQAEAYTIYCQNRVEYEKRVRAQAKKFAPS
IDE inh: inhibits human insulin-degrading enzyme in HEK cells | actives 0.41% (n = 320,000) | FAbetaB cleavage, fluorescence polarization | inhibition, % at 5.59 µM;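 active means percent inhibition above the average of all tested compounds plus 3 SD, set per screening campaign, cut at about 16% in these data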;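 further: IDE supplied by intact live HEK cells; FP after avidin binding of uncleaved biotin substrate so inhibition keeps polarization high; 0% = DMSO wells and 100% = 60 µM reference IDE inhibitor Ii1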
NALP1 yeast inh: NALP1 inhibition; S. cerevisiae NALP1/ASC/caspase-1 growth, X-gal OD620, 72 h; inhibition, % at 10 µM; actives 0.61% (n = 280,000); AID 2071; in the data active means inhibition mostly above about 24%, no sharp cut-off; inactive means mostly below about 32%; further: some compounds called inactive have numbers as strong as hits
MEKK2mut PB1 HTS: signal of MEK5 binding to mutant human MEKK2 PB1 domain; AID 1530; percent response, % at 10 µM; bead flow cytometry, Alexa488-MEK5 binding to MEKK2 mutant; actives 0.35% (n = 290,000); in the data active means percent response above about 24%, passing the limit was not always enough; further: inactives centre near 1; some results filed as inactive read as strong as hits; reference of the scale not given here
An asterisk follows results filed as active; · = no result given. These rows are one share of the data (hit frequency here may not be typical).

SMILES | MEKK2wt PB1 HTS | M18AAP inhibitor | p-CIP stab down | MEKK3 PB1 HTS | IDE cell activ | UBC9 SUMO inh | IDE inh | NALP1 yeast inh | MEKK2mut PB1 HTS
Cc1cc(C(=O)Nc2ccccc2N2CCOCC2)c2ccccc2n1 | 102 | 4 | 5 | 106 | 6 | 4 | -4 | -4 | 6
CC(C)N(CC(O)COc1ccc(CC(N)=O)cc1)CC(O)COc1ccc(CC(N)=O)cc1 (stereo unspecified) | 105 | -4 | -2 | 100 | 0 | 13 | -1 | -8 | 7
COc1ccccc1Cn1c(=S)[nH]c2cc(C(=O)N3CCC(C(N)=O)CC3)ccc2c1=O | 99 | 2 | -1 | 98 | 3 | 24 | -1 | -3 | -2
COc1ccc(-n2nc(C(=O)NCC(=O)N3CCCC(C)C3)c3ccccc3c2=O)cc1 (stereo unspecified) | 102 | -9 | -10 | 99 | 5 | 10 | 4 | 24 | -2
O=C(/C=C/c1cccc(Br)c1)c1ccc2c(c1)OCO2 | 104 | 24 | 4 | 102 | 2 | 7 | 1 | -2 | 6
Cc1cc(C)cc(C(=O)N/N=C/c2ccoc2)c1 | 107 | 0 | -8 | 101 | -1 | 1 | 5 | -4 | 8
CC1CCc2c(sc(N)c2C(=O)OC(C)C)C1 (stereo unspecified) | 91 | 7 | -14 | 89 | 6 | 11 | 2 | 34 | -6
O=C(Nc1ccccc1[N+](=O)[O-])c1cccc(N2C(=O)CCC2=O)c1 | 106 | -7 | 13 | 100 | 4 | 1 | -1 | 16 | 0
CCOC(=O)c1nn(-c2ccccc2)c(=O)cc1SC1CCCCC1 | 103 | -1 | -1 | 103 | -1 | -4 | 5 | 7 | 3
Clc1ccccc1Cc1noc(CN2CCCCC2c2ccccn2)n1 (stereo unspecified) | 93 | -2 | -17 | 99 | -2 | 4 | 1 | -4 | -4
Cc1ccc(C(=O)N/C(=C\c2ccc(-c3cccc([N+](=O)[O-])c3)o2)C(=O)NCCCN(C)C)cc1 | 141* | 1 | -7 | 112 | 3 | -3 | 1 | 4 | 22
NC(=O)[C@H]1CC2(CC(c3cccc(NC(=O)[C@H]4CCC(=O)N4)c3)=NO2)CN1C(=O)CC(c1ccccc1)c1ccccc1 (stereo partly specified) | 99 | · | -12 | 108 | · | 13 | 2 | · | 2
CCOC(=O)C(Cc1ccccc1)NC(=O)CCc1c(C)nc2ncnn2c1C (stereo unspecified) | 97 | 2 | -5 | 99 | 2 | -3 | -6 | 2 | -2
CC1(C)CC(=O)CC(=NCC(=O)O)C1 | 102 | -5 | -12 | 104 | 2 | 7 | 0 | 1 | 0
COc1ccccc1C(=O)NNC(=O)c1sccc1-n1cccc1 | 107 | -4 | -2 | 106 | -1 | 2 | 5 | -3 | -1
COc1ccc(OC)c(NC(=O)C2CCN(S(C)(=O)=O)CC2)c1 | 117 | 1 | -12 | 96 | 3 | 12 | -2 | 18 | 9
COc1cc(C2c3[nH]c4ccccc4c3C[C@H]3C(=O)N(C4CC4)CC(=O)N23)ccc1OC(C)C (stereo partly specified) | 102 | 1 | 15 | 104 | 0 | -18 | -1 | -6 | 3
COC(=O)c1ccc(S(=O)(=O)NCCc2ccccc2OC)n1C | 99 | -10 | -4 | 94 | 3 | -5 | 6 | 6 | -3
CCOC(=O)/C(=C\C=C1/Sc2ccccc2N1CC)C(C)=O | 68 | 45* | -162 | 80 | -103 | -9 | 123* | 26 | -5
COc1ccc(O)c(/C=N/N2CCCCC2)c1 | 110 | 1 | -4 | 107 | 3 | -9 | 10 | 6 | 8
Clc1ccc(CN2CCC(c3ccccc3)CC2)cc1 | 116 | 4 | -9 | 109 | 6 | 14 | -1 | 30 | 10
COc1ccc(C2CC(=O)c3c(C)nc(N4CCN(c5ccccc5)CC4)nc3C2)cc1 (stereo unspecified) | 101 | 8 | -1 | 101 | -1 | 0 | 8 | · | 1
COc1ccc(N(C(=O)c2ccco2)S(=O)(=O)c2cc(OC)ccc2OC)cc1 | 95 | 7 | -7 | 96 | 11 | -2 | 5 | 17 | -5
Cn1c(SCC(=O)c2ccccc2F)nnc1C1CC1 | 97 | -2 | -9 | 88 | -2 | 3 | -4 | 13 | -5
C=CCn1c(SCC(=O)NNC(=O)Nc2cccc(Cl)c2)nnc1-c1ccccc1 | 97 | 5 | -20 | 97 | 1 | -4 | 8 | · | -3

Fetched one by one from above (four):
SMILES | MEKK2wt PB1 HTS | M18AAP inhibitor | p-CIP stab down | MEKK3 PB1 HTS | IDE cell activ | UBC9 SUMO inh | IDE inh | NALP1 yeast inh | MEKK2mut PB1 HTS
COc1ccc(C2CC(=O)c3c(C)nc(N4CCN(c5ccccc5)CC4)nc3C2)cc1 (stereo unspecified) | 101 | 8 | -1 | 101 | -1 | 0 | 8 | · | 1
COc1cc(C2c3[nH]c4ccccc4c3C[C@H]3C(=O)N(C4CC4)CC(=O)N23)ccc1OC(C)C (stereo partly specified) | 102 | 1 | 15 | 104 | 0 | -18 | -1 | -6 | 3
COC(=O)c1ccc(S(=O)(=O)NCCc2ccccc2OC)n1C | 99 | -10 | -4 | 94 | 3 | -5 | 6 | 6 | -3
COc1ccc(N(C(=O)c2ccco2)S(=O)(=O)c2cc(OC)ccc2OC)cc1 | 95 | 7 | -7 | 96 | 11 | -2 | 5 | 17 | -5

Next part.
SMILES | MEKK2wt PB1 HTS | M18AAP inhibitor | p-CIP stab down | MEKK3 PB1 HTS | IDE cell activ | UBC9 SUMO inh | IDE inh | NALP1 yeast inh | MEKK2mut PB1 HTS
COC(=O)c1[nH]c2ccc(Br)cc2c1NC(=O)CN1CCCc2ccccc21 | 111 | 6 | -3 | 107 | 4 | -13 | 0 | 13 | 11
CC1CCCCC12NC(=O)N(CC(=O)Nc1ccc(N3CCOCC3)cc1)C2=O (stereo unspecified) | 85 | 0 | -2 | 95 | -2 | 16 | -8 | 28 | -5
C/C(NC1CCCCC1)=C(/C#N)C(=O)NCCN1CCOCC1 | 106 | -1 | -2 | 102 | -2 | -23 | 2 | 4 | 6
Cc1c(NC(=S)NC(=O)C(c2ccccc2)c2ccccc2)cccc1C(=O)O | 99 | 0 | -10 | 103 | 5 | 6 | 5 | -4 | 0
CCOc1ccc(N=Nc2c(C)[nH]n(-c3ccccc3)c2=O)cc1 | 105 | -1 | -1 | 102 | 0 | 4 | -5 | 17 | 3
Cc1c(/C=N/NC(=O)c2cccs2)c2ccccc2n1Cc1ccccc1Cl | 92 | -9 | -16 | 93 | -2 | 26 | 1 | · | -12
O=C(NN=C1C2CC3CC1CC(Cl)(C3)C2)c1cccs1 | 96 | -4 | -3 | 102 | -1 | -9 | 2 | -31 | -5
CN(C1CCCCC1)S(=O)(=O)c1ccc(NC(=O)C2CCCCC2C(=O)O)cc1 (stereo unspecified) | 106 | 4 | 1 | 105 | -7 | 13 | 2 | 10 | 4
CC(C)OCCCN1CC(=O)N2[C@@H](Cc3c([nH]c4ccccc34)C2(C)C)C1=O | 102 | 6 | -4 | 105 | 2 | 2 | -2 | -15 | 4
Cc1cccc(/C=N/NC(=O)c2cccc(Cl)c2)n1 | 100 | 3 | -9 | 103 | 0 | 8 | -2 | -4 | 3
COc1ccc(-c2cc(-c3cccs3)c(C#N)c(SCC(=O)NCc3ccccc3OC)n2)cc1 | 84 | -4 | 4 | 87 | 6 | -14 | -3 | -9 | -1
O=C(COC(=O)c1cccc(Cl)c1Cl)NCCN1C(=O)CSC1=O | 101 | 0 | 6 | 100 | 0 | -15 | 0 | 12 | 0
Oc1oc(-c2cccc3ccccc23)nc1/C=N/c1nccs1 | 104 | 10 | -15 | 130* | -51 | 30 | 13 | 25 | 1
Cc1ccc(C2Oc3ccccc3C3=C2C(c2cccs2)n2ncnc2N3)cc1 (stereo unspecified) | 88 | 8 | -2 | 100 | -3 | 42 | -2 | 14 | -4
O=C(COC(=O)c1ccc2c(c1)OCCO2)Nc1cccc(S(=O)(=O)N2CCOCC2)c1 | 109 | -2 | -6 | 123 | 1 | -2 | 10 | -8 | 0
CN(C(=O)C1CCC(=O)N(C2CC2)C1)C1CCCCC1 (stereo unspecified) | 108 | -1 | 8 | 102 | 2 | 4 | -1 | 0 | 5
Cc1cccc(Nc2ncnc3c2cnn3C)c1 | 89 | -2 | 2 | 97 | -15 | 24 | 8 | 12 | -9
CCOc1cccc2sc(N(CCN(C)C)C(=O)c3ccc4c(c3)OCCO4)nc12 | 117 | -7 | 3 | 105 | -2 | 16 | 9 | 29 | 10
CC(C)n1nc(C(=O)Nc2nc3ccccc3[nH]2)c2ccccc2c1=O | 107 | -2 | -2 | 107 | 5 | 12 | 2 | -7 | -4
Cc1ccc(-n2nc3c(=O)n(CC(=O)NCCc4cccs4)nc(C)c3c2C)cc1 | 95 | 1 | 4 | 96 | 3 | 4 | 2 | 4 | -3
CC(=O)c1ccccc1OC(=O)COc1ccc([N+](=O)[O-])cc1 | 103 | 1 | 3 | 101 | -2 | -2 | -1 | 26 | 1
Cc1cc(C)n(-c2ccc(NC(=O)C3CCCCN3C(=O)c3cc(C)oc3C)cc2)n1 (stereo unspecified) | 99 | 2 | 5 | 99 | 8 | -5 | 2 | 22 | -8
O=C(O)c1ccc2c3n(nc2c1)-c1ccc(Cl)cc1CO3 | 86 | 17 | -14 | 91 | · | -3 | 0 | 0 | -12
COC(=O)C[N+](C)(C)CC#Cc1ccccc1 | 100 | -1 | -10 | 100 | 3 | 20 | 6 | 23 | -2
N#Cc1ccccc1OCC(=O)NC(=O)NCc1ccccc1 | 91 | 0 | -33 | 93 | 2 | 4 | 4 | -14 | -3
Cc1ccc(-c2nc3ccccc3[nH]2)cc1NC(=S)NC(=O)c1ccccc1Br | 96 | -9 | -13 | 97 | -16 | 8 | 18* | 1 | -1
COc1ccccc1/C=C1\SC(=S)N(N2C(=O)CCCC2=O)C1=O | 96 | 10 | -4 | 101 | 6 | 5 | -2 | -9 | -2
CC(Sc1nnc2ccccn12)C(=O)Nc1ccc2c(c1)OCCO2 (stereo unspecified) | 102 | 2 | 14 | 104 | -1 | 19 | -2 | 6 | 6

Just MEKK2mut PB1 HTS and MEKK3 PB1 HTS, for some of the entries so far:
structure	MEKK2mut PB1 HTS	MEKK3 PB1 HTS
O=C(COC(=O)c1cccc(Cl)c1Cl)NCCN1C(=O)CSC1=O	0	100
Oc1oc(-c2cccc3ccccc23)nc1/C=N/c1nccs1	1	130*
Cc1ccc(C2Oc3ccccc3C3=C2C(c2cccs2)n2ncnc2N3)cc1 (stereo unspecified)	-4	100
